# RMI-FANCM inh = RMI-FANCM interaction inhibition; Fluorescence polarization, RMI core complex with F-MM2 peptide; stronger effect = lower value; FP signal (polarization) at 33 µM; 0.58% of 70,000 active; in the data active = FP signal below about 40; also: inactives centre near 61; strong numbers were not always called active; unit not given here
# * = called active by the depositor; & = joins results of further samples; ! = repeats disagree. The list is partial (hit frequency here may not be typical).
nr	canonical_smiles	RMI-FANCM inh
1	COc1ccc(C(=O)c2ccccc2)c(O)c1	-56&62
2	C=C[C@H]1CN2CC[C@H]1C[C@@H]2[C@H](O)c1ccnc2ccc(OC)cc12	64
3	Cc1ccccc1OCC(O)CO (centres undefined)	62&51
4	C=C[C@H]1CN2CCC1C[C@H]2[C@H](O)c1ccnc2ccc(OC)cc12 (some centres undefined)	54
5	CN(C)CC/C=C1/c2ccccc2COc2ccc(CC(=O)O)cc21	60
6	O=C(NC1CCN(CCc2c[nH]c3ccccc23)CC1)c1ccccc1	66&64
7	N=c1nc(N2CCCCC2)cc(N)n1O	58&65&58
8	CCN(CC)CC1CCCCN1CC(=O)N1c2ccccc2C(=O)Nc2cccnc21 (centres undefined)	60
9	CCCOc1ccc2nc(NC(=O)OC)[nH]c2c1	58
10	COc1ccc(CC(=O)C(=O)O)cc1	57
11	Cc1scc2c1N(C(=O)CN1CCN(C)CC1)c1ccccc1NC2=O	59&48
12	CCCOc1ccc(C(=O)OCCN(CC)CC)cc1N	59&59
13	CN[C@@H]1[C@H](O)[C@H](NC)[C@H]2O[C@@]3(O)C(=O)C[C@@H](C)O[C@H]3O[C@@H]2[C@H]1O	64&54&61
14	COc1ccc(-c2oc3c(CC=C(C)C)c(O[C@@H]4O[C@H](CO)[C@@H](O)[C@H](O)[C@H]4O)cc(O)c3c(=O)c2O[C@@H]2O[C@@H](C)[C@H](O)[C@@H](O)[C@H]2O)cc1	57
15	CC(Cc1cccc(C(F)(F)F)c1)NCCOC(=O)c1ccccc1 (centres undefined)	60&60
16	CC(=O)OC[C@H]1O[C@H](F)[C@H](OC(C)=O)[C@@H](OC(C)=O)[C@H]1OC(C)=O	54
17	CCN(CCCCOC(=O)c1ccc(OC)c(OC)c1)C(C)Cc1ccc(OC)cc1 (centres undefined)	62&55
18	CCN(CC)CC(=O)Nc1cccc(C(F)(F)F)c1	68
19	CC(C)NNC(=O)c1ccncc1	63&59&60
20	C[C@@H]1O[C@@H](O[C@H]2[C@H](Oc3cc(O)c4c(=O)cc(-c5ccc(O)cc5)oc4c3)O[C@H](CO)[C@@H](O)[C@@H]2O)[C@H](O)[C@H](O)[C@H]1O	59
21	CCc1cccc(CC)c1NC(=O)CN(CC(=O)O)CC(=O)O	62
22	Nc1c2ccccc2nc2ccccc12	66&52
23	CC(C)(C)NCC(O)COc1cccc2c1CC(O)C(O)C2 (centres undefined)	54
24	NS(=O)(=O)c1ccc(CCNC(=O)c2ccc(=O)[nH]n2)cc1	54
25	CN(C)CCCSc1ccccc1NC(=O)/C=C/c1ccccc1	59
26	C[C@@H]1C[C@H]2[C@@H]3CCC4=CC(=O)C=C[C@]4(C)[C@@]3(Cl)[C@@H](O)C[C@]2(C)[C@@]1(OC(=O)c1ccco1)C(=O)CCl	62
27	COc1cc(N)c(Cl)cc1C(=O)N[C@@H]1CCN(CCCOc2ccc(F)cc2)C[C@@H]1OC	55
28	O=C(CSc1ccc(NC(=O)C2CC2)nn1)NCc1cccs1	67
29	Nc1ncnc2c1c(-c1ccc(Oc3ccccc3)cc1)cn2C1CCCC1	58
30	CN(C)C/C=C(\c1ccc(Br)cc1)c1cccnc1	49

# Single entries from the results shown:
# Under RMI-FANCM inh, `O=C(NC1CCN(CCc2c[nH]c3ccccc23)CC1)c1ccccc1` shows 66&64
# Under RMI-FANCM inh, `CC(C)(C)NCC(O)COc1cccc2c1CC(O)C(O)C2` (centres undefined) shows 54
# Under RMI-FANCM inh, `COc1ccc(C(=O)c2ccccc2)c(O)c1` shows -56&62
# Under RMI-FANCM inh, `COc1ccc(CC(=O)C(=O)O)cc1` shows 57
# Under RMI-FANCM inh, `CC(C)NNC(=O)c1ccncc1` shows 63&59&60

# Compounds shown so far that have an aryl thioether with sulfur outside any ring, in the order listed:
nr	canonical_smiles	RMI-FANCM inh
25	CN(C)CCCSc1ccccc1NC(=O)/C=C/c1ccccc1	59
28	O=C(CSc1ccc(NC(=O)C2CC2)nn1)NCc1cccs1	67

# Carrying on.
nr	canonical_smiles	RMI-FANCM inh
31	CCCCC(=O)O[C@]1(C(=O)CO)[C@@H](C)CC2C3CCC4=CC(=O)C=C[C@]4(C)[C@@]3(F)C(O)C[C@@]21C (some centres undefined)	64
32	Cc1cc(=O)oc2cc(O)ccc12	51
33	O=C(NC(=O)N1CCN(Cc2ccccc2)CC1)c1ccccc1	61
34	O=C(O)C1Cc2ccccc2CN1 (centres undefined)	58&53&64
35	COc1cc(N)c(Cl)cc1C(=O)N[C@H]1CCN(CCCOc2ccc(F)cc2)C[C@H]1OC	62
36	C[C@H](CCC(=O)O)[C@H]1CC[C@H]2[C@@H]3[C@H](O)C[C@@H]4C[C@H](O)CC[C@]4(C)[C@H]3CC[C@]12C	42
37	CCOC(=O)c1ccccc1NC(=O)Cn1cccc(-c2nc(-c3ccccc3)no2)c1=O	100
38	CCCCOc1cc(C(=O)OCCN(CC)CC)ccc1N	58
39	CC1(C)O[C@@H]2C[C@H]3[C@@H]4C[C@H](F)C5=CC(=O)C=C[C@]5(C)[C@@]4(F)[C@@H](O)C[C@]3(C)[C@]2(C(=O)CO)O1	52
40	Cc1ccc2oc(C(=O)NCc3ccc4c(c3)OCO4)cc2n1	54
41	Cn1ccc2cc3c(cc21)CCN3C(=O)Nc1cccnc1	52
42	CC(C)(C)NCC(O)COc1cccc2c1C[C@H](O)[C@H](O)C2 (some centres undefined)	-57*!
43	CC[C@]12CCCN3CCc4c(n(c5ccccc45)[C@](O)(C(=O)OC)C1)[C@@H]32	55&69
44	CCn1cc(C(=O)O)c(=O)c2cc(F)c(N3CCNC(C)C3)c(F)c21 (centres undefined)	64&53&55
45	O=C1c2c(O)ccc(O)c2C(=O)c2c(NCCNCCO)ccc(NCCNCCO)c21	92&139&58

# In the list so far, two contain a CF3 group.
nr	canonical_smiles	RMI-FANCM inh
15	CC(Cc1cccc(C(F)(F)F)c1)NCCOC(=O)c1ccccc1 (centres undefined)	60&60
18	CCN(CC)CC(=O)Nc1cccc(C(F)(F)F)c1	68

# Values by screen from the list:
# Entries 38 to 45 in RMI-FANCM inh: 58, 52, 54, 52, -57*!, 55&69, 64&53&55, 92&139&58

# The listing continues:
nr	canonical_smiles	RMI-FANCM inh
46	CCCCN(CCCC)CCCOC(=O)c1ccc(N)cc1	53&57
47	CCC1(O)CC2CN(CCc3c([nH]c4ccccc34)[C@@](C(=O)OC)(c3cc4c(cc3OC)N(C)C3[C@]45CCN4CC=C[C@@](CC)([C@@H](OC(C)=O)[C@]3(O)C(=O)OC)[C@H]45)C2)C1 (some centres undefined)	61
48	Cc1cc(C)cc(NC(=O)CN2CCC(C(=O)NCc3ccccn3)CC2)c1	55
49	CSc1cccc(NC(=O)C(=O)NCc2cccs2)c1	54
50	COc1ccc(/C=C(\O)C(=O)O)cc1	62
51	COCCN1CCC(CNS(=O)(=O)c2ccc(OCC(C)C)cc2)CC1	79
52	CC12CCC3C(=CCc4cc(O)ccc43)C1CCC2=O (centres undefined)	58
53	CC(=O)OCC(=O)[C@@]1(O)CC[C@H]2[C@@H]3CCC4=CC(=O)C=C[C@]4(C)[C@@]3(F)[C@@H](O)C[C@@]21C	59

# Compound activity from PubChem.
